uPA generation: cell surface uPA generation inhibition | cell surface uPA generation assay, qHTS | Potency, µM (series often up to 38.3 µM), for inactives: at the highest dose activity change, negative = inhibition, most hits filed as inhibitors | hit rate 0.31% among 330,000 | AID 540303; active = well fitted inhibition curve with a large enough effect; inconclusive = small, poorly fitted or top-dose-only effect; inactive = no such curve, though single readings can be large or run the other way; tested in mouse RAW 264.7 cells; note: % is set by controls: 0 for no effect and ±100 for the full control effect; nearly all actives have a fitted effect of over 55% in size
VP16 counter: counter-screen for ROR gamma inhibitors: Gal4-VP16 reporter; Drosophila S2 Gal4-VP16 UAS-luciferase, luminescence, 20 h; Potency, µM (doses to about 53.6 µM), without a hit: at the top dose activity, negative = inhibition, hits mostly inhibitors; hit rate 3.5% among 310,000;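 note: Gal4-VP16 expression switched on by copper sulfate through the metallothionein promoter; % is set by controls: 0 for no effect and ±100 for the full control effect; nearly all actives have a fitted effect of over 50% in size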
NPC1 prom act: activates the NPC1 promoter; Potency, µM (series often up to 9.22 µM), inactives show top-dose activation, most hits filed as activators; hit rate 2.4% among 320,000; AID 485313; Huh7 NPC1 promoter luciferase reporter, 24 h;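 note: % of control where 0% means no effect; nearly all actives have a fitted effect of over 60% in size; reporter is driven by a mutant NPC1 promoter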
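NPC1 promoter–luciferase Huh7 cells; 24 h compound; luminescence.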
ELG1 genotoxic: genotoxicity induction in ELG1-luciferase HEK293T cells; HEK293T ELG1-luciferase reporter, luminescence, 16 h; Potency, µM (doses to about 46 µM), inactives show at the highest dose activity change, positive = activation, most hits filed as activators; hit rate 1.3% among 330,000; AID 504466; note: % of control where 0% means no effect; nearly all actives have a fitted effect of over 60% in size
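HEK293T cells expressing luciferase-tagged ELG1 were treated with compound or DMSO for 16 hr at 37°C. Luciferase activity was then read after 30 min with ONE-Glo at room temperature; rising signal flags genetic stress.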
MBNL1-CUG inh: inhibitors of human MBNL1 binding to CUG repeat RNA; Potency, µM (highest dose often 57.5 µM), for the others: at the top dose activity change, negative = inhibition, most hits filed as inhibitors; TR-FRET MBNL1-His/biotin-(CUG)12 binding, 665/545 ratio; hit rate 0.036% among 280,000; Q9NR56; AID 2675; active = well fitted inhibition curve with a large enough effect in the signal ratio, with a control signal flat, not every such curve was filed as active; inconclusive = small, poorly fitted or top-dose-only effect, or effect the other way, or a change in a side signal; inactive = no such curve, though single readings can be large or run the other way; the % refers to the signal ratio; note: % is set by controls: 0 for no effect and ±100 for the full control effect
Target sequence (Q9NR56 whole entry, looked up): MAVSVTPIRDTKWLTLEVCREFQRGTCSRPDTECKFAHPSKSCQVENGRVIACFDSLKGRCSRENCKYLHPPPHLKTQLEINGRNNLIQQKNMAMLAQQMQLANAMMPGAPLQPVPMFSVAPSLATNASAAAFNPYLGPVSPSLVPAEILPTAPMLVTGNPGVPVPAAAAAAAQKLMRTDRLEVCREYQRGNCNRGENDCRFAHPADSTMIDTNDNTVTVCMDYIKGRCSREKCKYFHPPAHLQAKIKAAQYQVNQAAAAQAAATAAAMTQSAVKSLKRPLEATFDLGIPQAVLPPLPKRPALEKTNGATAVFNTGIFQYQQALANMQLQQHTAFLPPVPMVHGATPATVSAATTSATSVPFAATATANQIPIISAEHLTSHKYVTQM
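TR-FRET between His-tagged MBNL1 and biotin-(CUG)12 RNA, detected with Tb anti-His antibody (0.055 ng/ul) and streptavidin-XL665 (5 nM), 60 min at room temperature. Compounds titrated 92 nM to 58 uM; 665/545 nm ratio normalized to buffer and complex controls.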
FLuc counter: firefly luciferase modulation, counter-screen for miR-21 project. AID 588342. P08659. hit rate 6.9% among 360,000. purified FLuc, Km substrates, luminescence inhibition. Potency, µM (doses to about 57.5 µM), for inactives: top-dose activity change, negative = inhibition, most hits filed as inhibitors;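 note: plate controls were vehicle for no effect and reference inhibitor for full effect; nearly all actives have a fitted effect of over 55% in size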
Target sequence (P08659 whole entry, looked up): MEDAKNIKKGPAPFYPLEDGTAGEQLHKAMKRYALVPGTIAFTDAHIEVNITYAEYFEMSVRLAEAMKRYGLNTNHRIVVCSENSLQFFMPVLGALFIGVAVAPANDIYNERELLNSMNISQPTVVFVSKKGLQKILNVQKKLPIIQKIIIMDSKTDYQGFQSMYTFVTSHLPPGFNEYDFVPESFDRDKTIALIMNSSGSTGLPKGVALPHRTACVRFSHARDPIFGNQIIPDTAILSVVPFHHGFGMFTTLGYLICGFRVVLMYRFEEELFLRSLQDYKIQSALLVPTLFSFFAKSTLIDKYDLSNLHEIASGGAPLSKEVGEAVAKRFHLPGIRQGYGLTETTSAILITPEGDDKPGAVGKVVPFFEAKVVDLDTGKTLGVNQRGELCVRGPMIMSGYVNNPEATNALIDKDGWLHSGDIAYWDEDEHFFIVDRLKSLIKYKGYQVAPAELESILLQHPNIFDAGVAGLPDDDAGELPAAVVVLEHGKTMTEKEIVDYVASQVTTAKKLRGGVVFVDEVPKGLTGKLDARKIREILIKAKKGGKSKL
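Purified P. pyralis luciferase, 10 nM final, with Km-level 10 uM D-luciferin and 10 uM ATP in 50 mM Tris acetate pH 7.5, 10 mM Mg acetate, 0.01% Tween-20, 0.05% BSA; 6-point qHTS titration about 60 µM downward; luminescence read.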
p53 reactivation: mutant p53 re-activation in reporter cells; H1299 p53-A138V BP100-luciferase reporter, luminescence, 24 h; Potency, µM (doses to about 92.2 µM), for the others: at the top dose activity change, positive = activation, most hits filed as activators; hit rate 0.063% among 320,000; AID 504706; note: % of control where 0% means no effect; nearly all actives have a fitted effect of over 45% in size
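p53-null H1299 cells stably carrying temperature-sensitive p53-A138V and a BP100-luciferase reporter were pinned with compounds (4-point, 1:5 series) and held 24 hrs at 37 deg C. Luminescence was read 10 min after detection reagent.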
Rab9 prom act: Rab9 promoter activation; Huh7 Rab9 promoter-luciferase reporter, luminescence, 24 h; Potency, µM (series often up to 9.22 µM), inactives show at the highest dose activation, negative = inhibition, most hits filed as activators; hit rate 2.8% among 320,000; note: % of control where 0% means no effect; nearly all actives have a fitted effect of over 60% in size
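Luciferase signal after 10 min detection reagent at ambient indicates Rab9 promoter upregulation; stably transfected Huh7 cells were treated 24 h with compound in DMSO at 37 °C, 5% CO2.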
RORg inh: inhibitors of mouse ROR gamma transcriptional activity | Potency, µM (series often up to 53.6 µM), for inactives: at the highest dose activity change, negative = inhibition, most hits filed as inhibitors | Drosophila S2 Gal4-RORgamma UAS-luciferase reporter, 20 h | P51450 | AID 2551 | hit rate 5.4% among 310,000; note: % is set by controls: 0 for no effect and ±100 for the full control effect; nearly all actives have a fitted effect of over 60% in size
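ROR gamma transcriptional activity was tracked as Gal4-UAS luciferase output in stably transfected Drosophila Schneider cells, with compound added 1 hr before 700 uM copper sulfate induction and a 20 hr ambient-temperature incubation.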
BRCA1 expr act: activators of BRCA1 expression | MCF7-BRCA1-FFLuc reporter, luminescence, 48 h; response scale: scaled: vehicle 0%, 10 µM genistein 100% | Potency, µM (highest dose often 46.1 µM), without a hit: at the top dose activation, actives largely listed as activators | hit rate 1.1% among 380,000 | AID 624202; note: nearly all actives have a fitted effect of over 80% in size; some results filed as inactive show a strong effect at the top dose
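MCF7 cells carrying a BRCA1-firefly luciferase reporter (2000 cells/well, phenol-red free MEM) were attached for 2 h at 37 °C, then given compounds for 48 h. Luminescence was read 15 min after luciferase reagent; activity normalized to genistein (10 microM) and DMSO.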
Starred values were filed as active, the others as inactive; & = joins results of further samples; [ ] = remark or other dose. Unless noted, calls come from the whole dose curve; as a rule, active = well fitted curve in the direction sought with a large enough effect; inconclusive = small, poorly fitted or top-dose-only effect, or another doubt; inactive = no such curve, though single readings can be large; an effect the other way counts as inactive or inconclusive. Potency is the fitted concentration of half-maximal effect. Outcome played no part in choosing rows. Share with any hit: about 13%.

Preview:
What do the screens show for `O=C1CCCCN1CCC(=O)N1CCCC(Nc2ccccc2)C1` (stereo not given)?
uPA generation: 9%; VP16 counter: inconclusive; NPC1 prom act: 0%; ELG1 genotoxic: 0%; MBNL1-CUG inh: 4%; FLuc counter: 0%; p53 reactivation: 9%; Rab9 prom act: 0%; RORg inh: 6%; BRCA1 expr act: -9%

How did Cc1ccc(C)c(OCCNc2ncccc2[N+](=O)[O-])c1 do in these assays?
uPA generation: -20%; VP16 counter: 6%; NPC1 prom act: -6%; ELG1 genotoxic: 6%; MBNL1-CUG inh: inconclusive; FLuc counter: -2%; Rab9 prom act: 10%; RORg inh: -6%; BRCA1 expr act: 0%

What do the screens show for `COc1ccc(/C=N\NC(=O)COc2ccc(C(C)(C)C)cc2)cc1Cn1nc(C)cc1C`?
uPA generation: 0%; VP16 counter: -8%; NPC1 prom act: 5%; ELG1 genotoxic: -4%; MBNL1-CUG inh: -6%; FLuc counter: inconclusive; p53 reactivation: -2%; Rab9 prom act: -3%; RORg inh: -9%; BRCA1 expr act: -24%

The listing (from the top)
What do the screens show for `O=C1CCCCN1CCC(=O)N1CCCC(Nc2ccccc2)C1` (stereo not given)?
uPA generation: 9%; VP16 counter: inconclusive; NPC1 prom act: 0%; ELG1 genotoxic: 0%; MBNL1-CUG inh: 4%; FLuc counter: 0%; p53 reactivation: 9%; Rab9 prom act: 0%; RORg inh: 6%; BRCA1 expr act: -9%

How did Cc1ccc(C)c(OCCNc2ncccc2[N+](=O)[O-])c1 do in these assays?
uPA generation: -20%; VP16 counter: 6%; NPC1 prom act: -6%; ELG1 genotoxic: 6%; MBNL1-CUG inh: inconclusive; FLuc counter: -2%; Rab9 prom act: 10%; RORg inh: -6%; BRCA1 expr act: 0%

What do the screens show for `COc1ccc(/C=N\NC(=O)COc2ccc(C(C)(C)C)cc2)cc1Cn1nc(C)cc1C`?
uPA generation: 0%; VP16 counter: -8%; NPC1 prom act: 5%; ELG1 genotoxic: -4%; MBNL1-CUG inh: -6%; FLuc counter: inconclusive; p53 reactivation: -2%; Rab9 prom act: -3%; RORg inh: -9%; BRCA1 expr act: -24%

How did COc1cccc(CNC(=O)CCNC(=O)Cn2ccc3ccccc3c2=O)c1 do in these assays?
uPA generation: 0%; VP16 counter: -8%; NPC1 prom act: 1%; ELG1 genotoxic: -1%; MBNL1-CUG inh: 15%; FLuc counter: -2%; p53 reactivation: -7%; Rab9 prom act: 0%; RORg inh: 16%; BRCA1 expr act: 3%

What do the screens show for `O=c1[nH]c(=O)n(-c2ccc(F)cc2)c2c1C(C(F)(F)F)(C(F)(F)F)N=C(c1ccc(F)cc1)N2`?
uPA generation: -12%; VP16 counter: 16µM*; NPC1 prom act: -16%; ELG1 genotoxic: -6%; MBNL1-CUG inh: -11%; FLuc counter: 4%; p53 reactivation: 0%; Rab9 prom act: -31%[inhibitor]; RORg inh: -26%; BRCA1 expr act: -96%[inhibitor]

What do the screens show for `CSc1nc2cc(S(=O)(=O)N3CCOCC3)ccc2s1`?
VP16 counter: -9%; NPC1 prom act: 5%; ELG1 genotoxic: -6%; MBNL1-CUG inh: 10%; FLuc counter: -5%; p53 reactivation: 4%; Rab9 prom act: -4%; RORg inh: 11%; BRCA1 expr act: 1%

Results for CC1CCN(c2cc(N3CCOCC3)c(F)cc2[N+](=O)[O-])CC1 ?
uPA generation: 4%; VP16 counter: 0%; NPC1 prom act: 0%; ELG1 genotoxic: 2%; MBNL1-CUG inh: inconclusive; FLuc counter: -2%; p53 reactivation: -3%; Rab9 prom act: 0%; RORg inh: 16%; BRCA1 expr act: 3%

What do the screens show for `CC(=O)Nc1ccccc1NS(=O)(=O)c1ccccc1[N+](=O)[O-]`?
uPA generation: 2%; VP16 counter: 0%; NPC1 prom act: 1%; ELG1 genotoxic: 0%; MBNL1-CUG inh: -19%; FLuc counter: -11%; p53 reactivation: 2%; Rab9 prom act: -15%; RORg inh: -8%; BRCA1 expr act: 0%&8%

What do the screens show for `CCOC(=O)C1CCCN(C(=O)CCCn2c(=O)c3cccn3c3cccnc32)C1` (stereo not given)?
uPA generation: 0%; VP16 counter: inconclusive; NPC1 prom act: 3%; ELG1 genotoxic: 0%; MBNL1-CUG inh: -14%; FLuc counter: 2%; p53 reactivation: 2%; Rab9 prom act: 1%; RORg inh: inconclusive; BRCA1 expr act: 0%

What do the screens show for `Cc1cccc(C(=O)O/N=C(\N)Cc2cccc3ccccc23)c1`?
uPA generation: -4%; VP16 counter: 11µM*; NPC1 prom act: 9%; ELG1 genotoxic: 0%; MBNL1-CUG inh: 5%; FLuc counter: -4%; p53 reactivation: -2%; Rab9 prom act: 6%; RORg inh: inconclusive; BRCA1 expr act: -27%

What do the screens show for `COCC(=O)N1CCN(c2cccc(C(F)(F)F)c2)CC1`?
uPA generation: -1%; VP16 counter: 0%; NPC1 prom act: 0%; ELG1 genotoxic: 0%; MBNL1-CUG inh: -7%; FLuc counter: 0%; p53 reactivation: -4%; Rab9 prom act: 14%; RORg inh: -11%; BRCA1 expr act: -6%

How did O=C(CCc1nc2ccccc2c(=O)[nH]1)NCC(=O)Nc1ccc(F)c(F)c1 do in these assays?
uPA generation: 7%; NPC1 prom act: -2%; ELG1 genotoxic: -8%; FLuc counter: 3%; p53 reactivation: 0%; Rab9 prom act: -7%; BRCA1 expr act: -12%

How did COc1ccc(-n2nc(C(=O)NCC(=O)NCC3COc4ccccc4O3)c3ccccc3c2=O)cc1 (stereo not given) do in these assays?
uPA generation: 3%; VP16 counter: 2%; NPC1 prom act: -4%; ELG1 genotoxic: -8%; MBNL1-CUG inh: 23%; FLuc counter: -9%; p53 reactivation: -4%; Rab9 prom act: -3%; RORg inh: inconclusive; BRCA1 expr act: -1%

How did COc1ccc(/C=N/N=C2\SC(CC(=O)O)C(=O)N2c2ccccc2)cc1 (stereo not given) do in these assays?
uPA generation: 1%; VP16 counter: -5%; NPC1 prom act: 0%; ELG1 genotoxic: 0%; MBNL1-CUG inh: 2%; FLuc counter: -4%; p53 reactivation: 20%; Rab9 prom act: -6%; RORg inh: 5%; BRCA1 expr act: -14%

How did c1ccc(-c2ccc(-c3ccccn3)nn2)nc1 do in these assays?
VP16 counter: 8.9µM*; NPC1 prom act: 0.32µM*; ELG1 genotoxic: 10%; MBNL1-CUG inh: 11%; FLuc counter: 1.3µM*; p53 reactivation: 9%; Rab9 prom act: 0.32µM*; RORg inh: 5.6µM*

How did CN(Cc1ccccc1)C(=O)c1cccc(N2C(=O)NC3CC2(C)Oc2ccccc23)c1 (stereo not given) do in these assays?
uPA generation: 1%; VP16 counter: 6%; NPC1 prom act: -10%; ELG1 genotoxic: 1%; MBNL1-CUG inh: 4%; FLuc counter: 11%; p53 reactivation: -11%; Rab9 prom act: 0%; RORg inh: inconclusive; BRCA1 expr act: -2%

How did COc1ccc(CCNC(=O)CS(=O)Cc2nc(-c3ccc(C)cc3)oc2C)cc1OC (stereo not given) do in these assays?
uPA generation: -10%; VP16 counter: 0%; NPC1 prom act: -5%; ELG1 genotoxic: 0%; MBNL1-CUG inh: 5%; FLuc counter: -1%&-12%; p53 reactivation: -4%; Rab9 prom act: -2%; RORg inh: -1%; BRCA1 expr act: -7%

Results for O=C(Cn1nc(C(=O)O)c2ccccc2c1=O)c1cc(F)ccc1F ?
uPA generation: 0%; VP16 counter: 12%; NPC1 prom act: 0%; ELG1 genotoxic: 1%; MBNL1-CUG inh: -4%; FLuc counter: 2%; p53 reactivation: -1%; Rab9 prom act: 19%; RORg inh: -2%; BRCA1 expr act: -1%

How did COc1ccc(NC(=O)CSc2nc3ccccc3c(=O)[nH]2)cc1S(N)(=O)=O do in these assays?
uPA generation: inconclusive; NPC1 prom act: 1%; ELG1 genotoxic: 2%; FLuc counter: 19µM*; p53 reactivation: 12%; Rab9 prom act: 0%; BRCA1 expr act: -8%

What do the screens show for `O=[N+]([O-])c1ccc(S(=O)(=O)NCC2COc3ccccc3O2)cc1` (stereo not given)?
uPA generation: -5%; VP16 counter: 2%; NPC1 prom act: 1%; ELG1 genotoxic: 0%[9.26 µM]; MBNL1-CUG inh: inconclusive; FLuc counter: 3%; p53 reactivation: -5%; Rab9 prom act: 0%; RORg inh: 11%; BRCA1 expr act: -9%

How did Cc1ccccc1-n1nc(C)c2cc(C(=O)N3CCN(S(=O)(=O)c4ccc(Cl)cc4)CC3)sc21 do in these assays?
uPA generation: 1%; VP16 counter: -1%; NPC1 prom act: -4%; ELG1 genotoxic: -3%; MBNL1-CUG inh: -2%; FLuc counter: 1%; p53 reactivation: 5%; Rab9 prom act: -6%; RORg inh: 0%; BRCA1 expr act: -34%
